Tb PFK block = blocks T. brucei phosphofructokinase; Potency, µM (highest dose often 57.5 µM), without a hit: at the top dose activity, negative = inhibition, most hits filed as inhibitors; T. brucei PFK, ADP-Glo luminescence; AID 485367; actives 0.17% (n = 330,000);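 further: potency means the concentration at half of the fitted maximal effect; 0% = uninhibited 1x PFK enzyme wells and -100% = no-enzyme wells; nearly all actives have a fitted effect of over 60% in size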
Target sequence (O15648 whole entry, looked up): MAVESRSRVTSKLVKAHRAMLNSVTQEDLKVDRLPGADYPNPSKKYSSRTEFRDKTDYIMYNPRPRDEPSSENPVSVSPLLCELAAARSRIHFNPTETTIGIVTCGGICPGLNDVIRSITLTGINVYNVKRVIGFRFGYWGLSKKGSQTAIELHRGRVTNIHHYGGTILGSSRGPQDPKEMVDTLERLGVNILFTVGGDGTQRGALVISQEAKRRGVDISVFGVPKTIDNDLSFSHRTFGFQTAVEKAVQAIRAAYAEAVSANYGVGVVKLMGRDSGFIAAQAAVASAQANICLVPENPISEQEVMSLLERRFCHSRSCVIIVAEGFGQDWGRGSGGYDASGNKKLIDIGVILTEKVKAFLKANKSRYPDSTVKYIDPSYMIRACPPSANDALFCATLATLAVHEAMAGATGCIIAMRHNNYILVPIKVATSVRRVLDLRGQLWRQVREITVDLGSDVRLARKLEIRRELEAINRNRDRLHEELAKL
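PFK 1.25 nM, F6P 0.5 mM, ATP 0.1 mM, 0.1 M TEA pH 8.0, 5 mM MgCl2, 0.01% Tween20, 0.1% BSA; 45 min RT. ADP-Glo readout. qHTS titration up to 57 uM; curves fitted, compounds curve-classed.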
TSHR antagonist = human thyrotropin receptor antagonism; P16473; TSHR-expressing cells, TSH-stimulated cAMP HTRF, 2 h; active compounds read low; activity change, negative = inhibition, % at 11.5 µM; actives 0.2% (n = 330,000);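 active means activity change below a set negative limit, meaning inhibition stronger than a set level, cut at about -70% in these data; inconclusive means activity change between two set negative limits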; further: on the % scale 0 is the no-effect control and ±100 the full control effect
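TSHR-expressing cells were treated with compounds, then stimulated with TSH at EC80 (4nM final) for 2 hours at 37 deg C. Cellular cAMP was measured by HTRF competition between lysate cAMP and cAMP-d2 for a cryptate-labelled anti-cAMP antibody.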
Mito fusion yeast = mitochondrial division inhibition or fusion activation; AID 485298; Potency, µM (top dose mostly 46.1 µM), inactives show at the top dose growth rescue (activation), actives largely listed as activators; actives 0.23% (n = 320,000); S. cerevisiae fusion-defective mutant growth rescue, CellTiterGlo 48 h;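 further: potency means the concentration at half of the fitted maximal effect; % of control where 0% means no effect; nearly all actives have a fitted effect of over 45% in size; temperature-sensitive fusion mutants such as fzo1-1 at 37 °C on non-fermentable ethanol glycerol medium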
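Luminescent cell viability in 1536-well qHTS format served as the measure of rescued growth in ts fusion-mutant S. cerevisiae cultured on non-fermentable YPEG for 48 hours at 37C.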
Eya2 phos inh = blocks the phosphatase activity of human Eya2; recombinant Eya2, OMFP fluorescence dephosphorylation (OMFP is methylfluorescein phosphate); Potency, µM (series often up to 76.9 µM), for inactives: at the top dose activity, negative = inhibition, most hits filed as inhibitors; actives 0.006% (n = 330,000); AID 488837; further: potency means the concentration at half of the fitted maximal effect; on the % scale 0 is the no-effect control and ±100 the full control effect
Target sequence (O00167 whole entry, looked up): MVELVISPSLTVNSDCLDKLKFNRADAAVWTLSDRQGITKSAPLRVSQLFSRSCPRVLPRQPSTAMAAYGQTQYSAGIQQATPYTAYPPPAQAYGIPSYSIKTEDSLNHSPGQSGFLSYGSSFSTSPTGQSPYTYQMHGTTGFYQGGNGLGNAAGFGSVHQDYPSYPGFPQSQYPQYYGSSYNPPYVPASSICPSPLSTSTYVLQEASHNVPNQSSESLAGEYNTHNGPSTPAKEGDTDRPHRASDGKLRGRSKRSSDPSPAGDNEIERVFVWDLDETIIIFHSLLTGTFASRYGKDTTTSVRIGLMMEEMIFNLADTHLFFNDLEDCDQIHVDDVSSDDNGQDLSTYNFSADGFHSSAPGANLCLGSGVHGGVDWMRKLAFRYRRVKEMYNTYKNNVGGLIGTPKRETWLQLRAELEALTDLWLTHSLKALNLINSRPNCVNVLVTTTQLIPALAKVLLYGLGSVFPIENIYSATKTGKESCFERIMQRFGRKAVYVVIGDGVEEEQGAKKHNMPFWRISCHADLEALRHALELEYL
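Eya2 protein (added as 0.2 uM solution) was preincubated with compound for 10 min at ambient temperature in 50 mM HEPES pH 7.5, 50 mM NaCl, 5 uM MgCl2, 0.05% BSA, 1 mM DTT. OMFP (added at 50 uM) then reacted 10 min; fluorescence read at 485/525 nm.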
a7 integrin act = integrin-mediated muscular dystrophy alleviation activation; Potency, µM (top dose mostly 38.3 µM), inactives show top-dose activation, actives largely listed as activators; actives 0.064% (n = 350,000); alpha7betagal myoblasts, beta-gal FDG fluorescence, 48 h;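 further: potency means the concentration at half of the fitted maximal effect; 100% = response of the positive control SU9516; nearly all actives have a fitted effect of over 60% in size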
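alpha7betagal+/- myoblasts (passage 13, 250/well) treated 48 h at 37C with compounds at 1:260 dilution of DMSO stock. Lysed, then beta-galactosidase activity read as FDG fluorescence (ex 480/em 540) after 30 min, with pre-read for autofluorescence.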
Chronic BCR inh = blocks chronic active B-cell receptor signaling. ABC-DLBCL IkBa-CBG/CBR reporter, luminescence ratio, 4 h. Potency, µM (series often up to 46.1 µM), for inactives: at the top dose ratio change, negative = lower green/red ratio, actives largely listed as inhibitors. actives 0.05% (n = 340,000). AID 493014; active means well fitted inhibition curve with a large enough effect in the signal ratio, with a control signal flat, not every such curve was filed as active; inconclusive means small, poorly fitted or top-dose-only effect, or effect the other way, or a change in a side signal; the % refers to the signal ratio;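 further: potency means the concentration at half of the fitted maximal effect; plate controls were basal doxycycline-induced cells for no effect and cells given 10 µM MG132 for full effect; MG132 reads +100%, hits lower the ratio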
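Compounds up to 46 uM were incubated four hours with TMD8 cells whose green CBG68 luciferase is fused to IkappaBalpha; red CBR luminescence normalised the signal, and concentration-effect curves were fitted to fusion, red and ratio data.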
TCR act = activates T cell receptor signaling | AID 504894 | primary human leukocytes, anti-CD3, IL-2 HTRF, 48 h | Potency, µM (series often up to 9.22 µM), for inactives: top-dose activation of IL-2 secretion, hits mostly activators | 330,000 tested, under 10 active; further: % of control where 0% means no effect
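Primary human leukocytes receive a-CD3 beads and test compound and are incubated 48 hr. Secreted IL-2 is then assayed by HTRF, measuring 665nm acceptor emission after 320nm excitation of the europium donor.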
S-ASM inh = inhibitors of human secretory acid sphingomyelinase. Potency, µM (top dose mostly 57.5 µM), inactives show top-dose activity change, negative = inhibition, usual class: inhibitors. AID 504937. P17405. actives 0.006% (n = 340,000). placental ASM, HMU-PC fluorogenic substrate, 60 min; further: potency means the concentration at half of the fitted maximal effect
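Human placenta-derived ASM preincubated with compound 10 min at room temperature, then reacted with 9 uM (final) fluorogenic HMU-PC substrate for 60 min at 37 C. Stop solution raises pH to 10; fluorescence read at Ex 386/Em 447 nm.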
TSG101-PTAP inh = blocks PTAP/TSG101 interaction to inhibit HIV-1 budding; Fluorescence polarization, FITC-PTAP peptide / Tsg101 binding; Potency, µM (doses to about 115 µM), inactives show top-dose activity change, negative = inhibition, hits mostly inhibitors; 340,000 tested, under 10 active; active means well fitted inhibition curve with a large enough effect in the main read-out, with a control signal flat, not every such curve was filed as active; inconclusive means small, poorly fitted or top-dose-only effect, or effect the other way, or a change in a side signal; inactive means no such curve, though single readings can be large or run the other way; further: potency means the concentration at half of the fitted maximal effect; % of control where 0% means no effect
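Fluorescence polarization binding of Tsg101 binding domain (10 uM final) to FITC-labeled PTAP peptide (50 nM final) in HEPES pH 7.5 buffer with NaCl, Tween 20, EDTA, TCEP. Compounds added before peptide; binding 20 min at RT.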
A-T KAP1 phos = candidate therapy for ataxia-telangiectasia; […] A-T fibroblasts, KAP-1 phosphorylation AlphaLISA; neocarzinostatin DNA damage 30 min before lysis; actives 0.19% (n = 320,000); Potency, µM (titrated, usually from 57.5 µM), inactives show at the top dose activation, most hits filed as activators; further: potency means the concentration at half of the fitted maximal effect; % of control where 0% means no effect; nearly all actives have a fitted effect of over 45% in size
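hTERT-immortalized A-T patient fibroblasts ([…]), 500 cells/well in OPTI-MEM, 1% FBS, got compounds for 60 min, then NCS for 30 min at 37C. Lysates were then assayed for phospho-KAP-1 by AlphaLISA (anti-pKAP1 donor, anti-KAP1 acceptor beads), 6 hr at 25C.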
ELG1 DNA repair = ELG1-dependent DNA repair inhibition | HEK293T ELG1-luciferase reporter, luminescence, 16 h; DNA damage induced by 5-fluorouridine | actives 2.3% (n = 330,000) | AID 504467 | Potency, µM (top dose mostly 46.1 µM), for the others: at the top dose activity change, negative = inhibition, most hits filed as inhibitors; further: potency means the concentration at half of the fitted maximal effect; on the % scale 0 is the no-effect control and ±100 the full control effect; nearly all actives have a fitted effect of over 55% in size
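Overnight (16 hr) co-exposure of 2,000 cells/well to 5-fluorouridine and compound at 37 °C preceded detection. Luciferase was quantified via ONE-Glo luminescence; loss of signal denotes inhibition.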
Active calls of the source: *; u = inconclusive; x = no result given; & = joins results of further samples; [ ] = another dose, or the depositor's remark. Unless noted, the call rests on the fitted dose curve; in most records, active means well fitted curve in the direction sought with a large enough effect; inconclusive means small, poorly fitted or top-dose-only effect, or another doubt; inactive means no such curve, though single readings can be large; an effect the other way counts as inactive or inconclusive.

SMILES	Tb PFK block	TSHR antagonist	Mito fusion yeast	Eya2 phos inh	a7 integrin act	Chronic BCR inh	TCR act	S-ASM inh	TSG101-PTAP inh	A-T KAP1 phos	ELG1 DNA repair
COc1cc(C)c(C(C)C)cc1S(=O)(=O)N1CCN(C)CC1	0%	3	-3%	30%	-16%[7.66 µM]	-1%	-5%	4%	-4%	3%	0%
Cc1ccc(S(=O)(=O)N(CC(=O)NCc2ccco2)C2CCCCC2)cc1	-6%	-4	5%	-3%	u	16%	-1%[46.1 µM]	-1%	0%	3%	-22%
O=C(OCC(=O)N1CCN(C(=O)c2ccco2)CC1)c1c(Cl)cccc1Cl	-6%	0	x	-9%	u	u	2%	5%	3%	14%	6%
Cc1ccc(NS(=O)(=O)c2coc(C(N)=O)c2)cc1F	0%	4	1%	13%	13%	0%	-2%	-3%	-3%	-2%	9%
COc1ccccc1S(=O)(=O)Cc1ccc(C(=O)NCc2cccs2)o1	3%	0	-1%	-21%	4%	0%	1%	2%	-10%	0%	-4%
O=C(c1oc(=O)c2ccccc2c1-c1ccccc1)N1CCC(O)CC1	1%	-2	-2%	11%	2%	1%	-3%	-4%	-2%	u	2%
Cn1cc(C(=O)C(=O)NCCc2ccccc2)c2ccccc21	1%	16	1%	20%	11%	u	-15%	0%	0%	-20%	24%
COc1ccc(CCNC(=O)Cn2c(=O)[nH]c3ccsc3c2=O)cc1OC	6%	9	-2%	-6%	0%	-2%	-1%	1%	-1%	3%	0%
CCc1ccc(Nc2nnc(SCC(=O)c3c(N)n(C4CC4)c(=O)[nH]c3=O)s2)cc1	-3%	-17	0%	8%	-21%	-12%	-1%	-4%	-3%	3%	u
Cc1ccc(-n2nc3c(N4CCC(C(=O)N5CCN(C)CC5)CC4)nnc(C)c3c2C)cc1	3%	14	-3%	-16%	u	u	1%	17%	0%	5%	-5%
O=c1[nH]ncc(N/N=C\c2ccc(O)cc2O)c1Cl	3%	-6	-8%	7%	7%	u	2%	-6%	-7%	-4%	u
COc1ccc(/C=C2/C(=O)N=C(N)N2C)cc1OC	4%	-2	-2%	-12%	-17%	u	1%	4%	2%	0%	8%
Clc1ncccc1-c1nnn(-c2ccccc2Br)n1	0%	-12	-7%	9%	4%	-3%	14%	-2%	-5%	-5%	u
CCC(C)NC(=S)N1CCN(Cc2ccccc2)CC1 (centres undefined)	u	-3	-7%	-9%	3%	-5%	-3%	3%	-4%	8%	-23%
CC1=NN(c2ccc(Br)cc2)C(=O)/C1=C/c1cccs1	0%	10	-1%	-7%	8%	27%	-4%	u	-8%	-7%	u

Single entries from the entries so far.
A-T KAP1 phos with Cc1ccc(-n2nc3c(N4CCC(C(=O)N5CCN(C)CC5)CC4)nnc(C)c3c2C)cc1 stands at 5%
TCR act with COc1ccc(CCNC(=O)Cn2c(=O)[nH]c3ccsc3c2=O)cc1OC stands at -1%

Back to the main list with the 4 entries that preceded the break.
SMILES	Tb PFK block	TSHR antagonist	Mito fusion yeast	Eya2 phos inh	a7 integrin act	Chronic BCR inh	TCR act	S-ASM inh	TSG101-PTAP inh	A-T KAP1 phos	ELG1 DNA repair
COc1ccc(/C=C2/C(=O)N=C(N)N2C)cc1OC	4%	-2	-2%	-12%	-17%	u	1%	4%	2%	0%	8%
Clc1ncccc1-c1nnn(-c2ccccc2Br)n1	0%	-12	-7%	9%	4%	-3%	14%	-2%	-5%	-5%	u
CCC(C)NC(=S)N1CCN(Cc2ccccc2)CC1 (centres undefined)	u	-3	-7%	-9%	3%	-5%	-3%	3%	-4%	8%	-23%
CC1=NN(c2ccc(Br)cc2)C(=O)/C1=C/c1cccs1	0%	10	-1%	-7%	8%	27%	-4%	u	-8%	-7%	u
COc1ccc(C(=O)NCCS(=O)(=O)NCc2ccco2)cc1	-8%	6	-3%	1%	-14%	-11%	0%	x	-1%	-12%	u
Fc1cccc(Nc2nc3ccccc3n3nnnc23)c1	2%	-1	4%	4%	15%	u	2%	3%	-10%	-2%	u
C(=C\c1ccccc1)/C=N/Nc1nc2ccccc2[nH]1	7%	10	18%	-6%	-36%	u	1%[46.1 µM]	-4%	-2%	-1%	u
Cc1ccc(CNS(=O)(=O)c2ccc3c(c2)CCN3C(=O)CCCC(=O)O)cc1	-2%	-8	-14%	-10%	-17%	3%	2%	2%	-1%	-4%	2%
CN(C)c1ccc(CNc2nc(-c3ccccc3)nn2S(C)(=O)=O)cc1	3%	-5	-5%	-11%	-12%	-4%	-7%	-1%	-4%	0%	-14%
Cc1cccc(NC(=O)C2CCCN(S(=O)(=O)c3cccc4nsnc34)C2)c1 (centres undefined)	-2%	7	0%	1%	12%	-11%	3%	-3%	0%	4%	u
O=C1C2CC=C(Cl)CC2C(=O)N1CCN1CCOCC1 (centres undefined)	-1%	-1	-1%	-14%	-12%	0%	1%	-1%	-1%	-1%	12%
CC(OC(=O)/C=C/c1cccc(C(F)(F)F)c1)C(=O)NC1CCCCC1C (centres undefined)	3%	7	-3%	-14%	-34%	0%	-2%	1%	-6%	-5%	15%
COc1ccc(NS(=O)(=O)c2cc(NC(=O)C3CCCCC3)ccc2N2CCOCC2)cc1	-2%	5	-8%	1%	-12%	-1%	-6%	-14%	1%	-2%	21µM*
O=C(NNC(=O)c1oc2ccccc2c1-n1cccc1)c1ccco1	1%	7	3%	-6%	u	2%	-1%	2%	-12%	-12%	6%
CCOC(=O)CSc1nc(N)c(C#N)c(-c2ccc(OC)cc2)c1C#N	-4%	-8	8%	9%	-1%	0%	2%	0%	-4%	1%	-1%
O=C(COc1ccccc1)Nc1cccc(-c2nn[nH]n2)c1	-10%	4	-1%	-5%	-30%	-8%	5%	5%	1%	4%	22%
O=C(O)C1(c2ccccc2)CCN(S(=O)(=O)c2ccc(Cl)cc2)CC1	-1%	1	4%	6%	39%	2%	x	5%	1%	-14%	20%
Cc1ccccc1C(=O)N1CCC(C(=O)OCC(=O)Nc2cccc([N+](=O)[O-])c2C)CC1	0%	-3	-2%	-2%	26%	-1%	0%	3%	-1%	5%	5%
CN(C)CCNC(=O)c1ccccc1-c1cc2ccccc2c(=O)o1	2%	8	5%	u	10%	-2%	-3%	2%	0%	1%	1%
CSCCC(NC(N)=O)C(=O)Nc1ccc2ccccc2c1 (centres undefined)	0%	-4	-3%	-27%	12%	u	x	2%	-1%	2%	-3%
CCOC(=O)NC(=O)CSc1nnc(SCCC(=O)O)s1	0%	3	-1%	-3%	1%	u	-1%[46.1 µM]	3%	-2%	1%	1%
CCOC(=O)N/N=C(\C)c1cccs1	-4%	5	0%	-1%	-17%	-5%	-1%	3%	-10%	0%	u
CCN1CCN(c2c(Cl)cccc2NC(=O)c2ccc3c(c2)OCCO3)CC1	6%	1	-4%	9%	-20%	-1%	-1%	0%	-6%	-9%	-22%
COc1cc(C2NC(=S)NC(C)=C2C(=O)Nc2ccc(C)cc2)ccc1O (centres undefined)	-5%	-8	-10%	-6%	23%	u	-14%	3%	0%	-1%	u
COC(=O)C1=C(C)N(Cc2ccccc2)C(=NCCc2ccccn2)N[C@H]1c1cccc(C(F)(F)F)c1	0%&-6%	16&9	-13%	-27%&-22%	-32%	u	2%	-7%	-4%	8%&-4%	11%

Bioassay records (PubChem)
